# CCT modulator: High-Throughput Screening for Modulators of Cytosolic Chaperonin Activity; purified chaperonin ATPase assay, HTRF ADP detection, 30 min; activity change, % (test concentration not listed), hits read low; actives 0.3% (n = 360,000); AID 651819, 2012; in the data active = activity change below about -30%; also: % is scaled to controls: 0 for no effect and ±100 for the full control effect
#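 We incubate TRiC, 40 or 20 nM final, with library compounds at 76 uM and 10 uM ATP for 30 min at 37 °C. ADP formed is detected with Transcreener HTRF reagents after 30 min at room temperature.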
# Mm-Cpn inhibitor: Inhibitors of TCP-1 ring complex (TRiC) of Methanococcus maripaludis (MmCpn): qHTS. Chaperonin Mm-Cpn (Methanococcus maripaludis). purified Mm-Cpn ATPase, ADP Transcreener TR-FRET. Potency, µM (doses to about 76.9 µM), for the others: at the top dose activity, negative = inhibition, usual class: inhibitors. actives 0.031% (n = 330,000). AID 504842, 2011; also: potency is read from the fitted curve at half-maximal effect; % is scaled to controls: 0 for no effect and ±100 for the full control effect; nearly all actives have a fitted effect of over 80% in size
#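 Eu-cryptate anti-ADP/ADP-d2 competition gives a ratio inversely related to ADP. Enzyme at 25 nM was pre-exposed to compound for 10 min, then given 10 uM ATP for 30 min, 37°C throughout.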
# Akt phos inh: HTS Assay for Inhibitors of Akt Phophorylation: Primary Screen; AID 651550, 2012; activity change, % for hits at 50 µM; Neuro2A IGF-stimulated pAkt S473 HTRF, 20 min; hits give low values; actives 0.32% (n = 360,000); in the data active = activity change below about -80%; inconclusive = mostly about -51% to -80%; also: % is scaled to controls: 0 for no effect and ±100 for the full control effect
#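 Single-point screen (50 µM final compound) in Neuro2A cells stimulated 20 min with 6 nM IGF at 37 deg C. After lysis, Ser473-phosphorylated Akt read by HTRF (ex 330 nm, em 615/665 nm) as the 665/615 ratio.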
# EPAC2 antag: qHTS for Antagonist of cAMP-regulated guanine nucleotide exchange factor 2 (EPAC2): primary screen; AID 720708, 2013; EPAC2 GEF exchange of Rap1B-BODIPY-GDP, fluorescence; Potency, µM (titrated, usually from 114 µM), for inactives: at the highest dose activity, negative = inhibition, actives largely listed as inhibitors; actives 0.18% (n = 360,000); also: potency is read from the fitted curve at half-maximal effect; % is scaled to controls: 0 for no effect and ±100 for the full control effect; nearly all actives have a fitted effect of over 45% in size; many of its hits are not listed in these tables
# Target sequence (Q8WZA2 whole entry, looked up): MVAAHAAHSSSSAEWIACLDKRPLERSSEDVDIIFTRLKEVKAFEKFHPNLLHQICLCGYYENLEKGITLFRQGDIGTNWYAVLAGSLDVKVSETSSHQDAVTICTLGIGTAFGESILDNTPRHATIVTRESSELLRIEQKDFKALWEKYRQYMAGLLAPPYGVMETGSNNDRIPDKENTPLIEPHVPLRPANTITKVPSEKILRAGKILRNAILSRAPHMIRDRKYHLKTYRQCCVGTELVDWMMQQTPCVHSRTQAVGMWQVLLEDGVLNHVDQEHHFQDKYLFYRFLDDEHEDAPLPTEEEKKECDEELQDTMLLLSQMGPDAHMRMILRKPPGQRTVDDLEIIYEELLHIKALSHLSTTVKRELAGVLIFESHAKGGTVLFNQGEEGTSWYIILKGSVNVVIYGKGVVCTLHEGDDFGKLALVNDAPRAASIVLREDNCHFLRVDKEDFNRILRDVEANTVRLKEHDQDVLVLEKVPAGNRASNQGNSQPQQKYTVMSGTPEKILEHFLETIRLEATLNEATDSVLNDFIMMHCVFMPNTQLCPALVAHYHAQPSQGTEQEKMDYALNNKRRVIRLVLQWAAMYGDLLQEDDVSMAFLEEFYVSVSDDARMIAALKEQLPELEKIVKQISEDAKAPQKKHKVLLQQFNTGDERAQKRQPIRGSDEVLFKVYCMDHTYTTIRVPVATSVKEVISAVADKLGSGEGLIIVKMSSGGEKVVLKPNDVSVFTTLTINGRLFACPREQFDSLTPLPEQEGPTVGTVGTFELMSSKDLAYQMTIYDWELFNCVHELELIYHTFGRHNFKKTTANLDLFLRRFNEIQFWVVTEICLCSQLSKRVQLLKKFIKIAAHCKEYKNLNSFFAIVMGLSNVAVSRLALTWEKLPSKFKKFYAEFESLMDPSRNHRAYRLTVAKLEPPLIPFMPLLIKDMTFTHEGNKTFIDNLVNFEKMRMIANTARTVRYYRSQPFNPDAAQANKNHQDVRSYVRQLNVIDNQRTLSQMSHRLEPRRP
# A549 tox: Nrf2 qHTS screen for inhibitors: counterscreen for cytotoxicity; A549 ARE-Fluc cells, CellTiter-Fluor viability, 18-24 h; Potency, µM (titrated, usually from 46 µM), for inactives: top-dose activity change, negative = cytotoxicity, usual class: inhibitors; actives 0.16% (n = 390,000); also: potency is read from the fitted curve at half-maximal effect; % is scaled to controls: 0 for no effect and ±100 for the full control effect
#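 A549 ARE-Fluc cells in 5% FBS OPTI-MEM, 5000 cells/well, rested 2 h then exposed to compounds in concentration-response for 18-24 h at 37 °C. Viability by CellTiter-Fluor fluorescence (Ex 405/Em 525) after 30 min; luciferase luminescence (BugLite, 15 min, RT) read afterwards.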
# Nrf2 inh: Nrf2 qHTS screen for inhibitors; A549 ARE-Fluc reporter, luciferase luminescence, 18-24 h; Potency, µM (highest dose often 46 µM), without a hit: at the top dose activity change, negative = inhibition, hits mostly inhibitors; actives 2.1% (n = 360,000); also: potency is read from the fitted curve at half-maximal effect; % is scaled to controls: 0 for no effect and ±100 for the full control effect; nearly all actives have a fitted effect of over 60% in size
#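 Cells were seeded and rested 2 h, then exposed to compounds for 18-24 h. CellTiter-Fluor was read first as a viability measure. BugLite was added 15 min before the final luminescent read of ARE-luciferase activity in A549 cells.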
# EPAC2 ag: qHTS for Agonist of cAMP-regulated guanine nucleotide exchange factor 4 (EPAC2): primary screen | Rap guanine nucleotide exchange factor 4 (Homo sapiens), Q8WZA2 | EPAC2 activation, biochemical qHTS; response scale: 100% = 6.5 mM cAMP response | Potency, µM (titrated, usually from 154 µM), inactives show at the highest dose activation, most hits filed as activators | actives 0.079% (n = 360,000) | AID 720711, 2013; also: potency is read from the fitted curve at half-maximal effect; nearly all actives have a fitted effect of over 50% in size
#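 EPAC2 (100 nM) mixed with Rap1B loaded with BODIPY-GDP (250 nM) plus 50 uM unlabeled GDP; compounds pinned in, 5 min RT, then read every 5 min for 30 min (ex 480, em 540 nm). Normalized to cAMP control.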
# TGFb SMAD3 inh: qHTS for Inhibitors of TGF-b; HepG2 CAGA-GFP TGF-b/SMAD3 reporter, GFP fluorescence, 18 h; TGF-beta stimulated, 500 pg/mL final; Potency, µM (highest dose often 46.1 µM), without a hit: at the top dose activity, negative = inhibition, hits mostly inhibitors; actives 1.2% (n = 410,000); AID 588855, 2011; also: potency is read from the fitted curve at half-maximal effect; % is scaled to controls: 0 for no effect and ±100 for the full control effect; nearly all actives have a fitted effect of over 65% in size
#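 Inhibition of TGF-beta-driven CAGA-GFP reporter expression in HEPG2 cells is measured by cellular GFP fluorescence after 18 h stimulation with 500 pg/mL recombinant TGF-beta in 1% FBS medium at 37 degrees C.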
# Nrf2 ARE act: qHTS of Nrf2 Activators. AREc32 ARE-luciferase reporter (MCF7-derived line), luminescence, 24 h. Potency, µM (top dose mostly 46.1 µM), for the others: at the highest dose activation, most hits filed as activators. actives 0.31% (n = 410,000); also: potency is read from the fitted curve at half-maximal effect; % of control where 0% means no effect; nearly all actives have a fitted effect of over 65% in size
#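 Quantitative high-throughput format: AREc32 reporter cells, 1000 per well, received compound by pin transfer and were incubated 24 hr at 37 deg C, 5% CO2, before Steady-Glo luminescence detection.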
# * marks the source's active call; other numbers are inactive results; i = inactive; u = inconclusive; x = no result given; & = joins results of further samples; [ ] = another dose, or the depositor's remark. Unless noted, calls follow the shape of the dose curve; as a rule, active = well fitted curve in the direction sought with a large enough effect; inconclusive = small, poorly fitted or top-dose-only effect, or another doubt; inactive = no such curve, though single readings can be large; an effect the other way counts as inactive or inconclusive. The list is partial (hit frequency here may not be typical).
# Values run as follows: CCT modulator | Mm-Cpn inhibitor | Akt phos inh | EPAC2 antag | A549 tox | Nrf2 inh | EPAC2 ag | TGFb SMAD3 inh | Nrf2 ARE act
CCOC(=O)C1CCCN(C(=O)c2cn(C)c3ccc(S(=O)(=O)N4CCCC4)cc3c2=O)C1 (stereo not given)
    -4.4 | 0% | i | -8% | -7% | 14% | 12% | -5% | 0.1%
S=c1nc[nH]c2c1sc1nc(N3CCOCC3)c3c(c12)CCCC3
    -1.4 | -20% | i | -3% | 1% | -4% | 20% | 0% | -0.2%
Cc1nnsc1C(=O)Oc1ccccc1Cl
    x | x | x | x | 1% | 13% | x | 2% | -0.4%
S=C(NCc1ccccc1)Nc1cccc2cnccc12
    0.9 | -1% | i | 1% | -13% | 2.6µM* | 16% | -2% | 3.9%
O=[N+]([O-])c1cc(/C=N/Nc2nc(N3CCOCC3)nc(N3CCOCC3)n2)ccc1Cl
    -0.4 | 1% | i | 8% | 4% | 17% | 9% | -3% | -0.7%
CCCCOc1ccc(C(=O)N2CCCCC2CCN2CCOCC2)cc1 (stereo not given)
    x | x | x | x | 7% | -3% | x | -3% | -0.7%
CCOc1cc(C(=O)CCC(=O)OCC(=O)NC(=O)NCC(C)C)ccc1O
    0.1 | -4% | i | -1% | -2% | 7% | -10% | -9% | -0.3%
CCn1c(=O)n(-c2ccc3c(c2)OCO3)c2nc(-c3cc(OC)ccc3OC)nc(C(N)=O)c21
    x | x | x | x | -1% | 21% | x | -30% | -0.7%
CC(=O)N1CCC2(CC1)NC(=O)N(c1ccccc1)N2
    -0.4 | 0% | i | 5% | -7% | u | 1% | 9% | 2.4%
O=C(Nc1ccnn1C1CCN(Cc2ccc(CO)o2)CC1)c1ccccc1
    -0.4 | 1% | i | 4% | 4% | 13% | 10% | -10% | 0.5%
COc1cc(C2C(C#N)=C(C)NC3=C2C(=O)CC(C)(C)C3)ccc1O (stereo not given)
    -2.7 | -27% | i | 1% | -6% | 5% | 14% | 1% | 0.8%
COc1ccc(NC(=O)CCC(=O)N/N=C/c2ccc([N+](=O)[O-])s2)cc1
    1.3 | 0% | i | 22% | u | u | 3% | u | 12%
COc1cccc(C(=O)Nc2nnc(C3CCCO3)s2)c1 (stereo not given)
    -0.4 | -6% | i | 0% | -26% | u | 11% | 2% | -0.8%
C/C(=N\NC(=O)c1ccco1)c1ccc(C(=O)O)s1
    -0.7 | -4% | i | 0% | 1% | 8% | 10% | -7% | 5.9%
Nc1nc(=O)n(C2OC(CO)C(O)C2O)cc1F (stereo not given)
    -1.6 | x | i | -7% | x | x | 5% | 18% | 0.6%

# Next section (three carried over from the part before).
# Values run as follows: CCT modulator | Mm-Cpn inhibitor | Akt phos inh | EPAC2 antag | A549 tox | Nrf2 inh | EPAC2 ag | TGFb SMAD3 inh | Nrf2 ARE act
COc1cccc(C(=O)Nc2nnc(C3CCCO3)s2)c1 (stereo not given)
    -0.4 | -6% | i | 0% | -26% | u | 11% | 2% | -0.8%
C/C(=N\NC(=O)c1ccco1)c1ccc(C(=O)O)s1
    -0.7 | -4% | i | 0% | 1% | 8% | 10% | -7% | 5.9%
Nc1nc(=O)n(C2OC(CO)C(O)C2O)cc1F (stereo not given)
    -1.6 | x | i | -7% | x | x | 5% | 18% | 0.6%
CC(=O)c1c(C)[nH]c(=S)c(C#N)c1-c1ccc(F)cc1
    -0.7 | -22% | i | 1% | -14% | -18% | 7% | 15% | 0.2%
Cc1cc(OC(=O)c2ccc(OC(C)C)cc2)c([N+](=O)[O-])c(=O)[nH]1
    -0.1 | 2% | i | -1% | -1% | 2% | 3% | -19% | 0.4%
Cc1ccc(CN(C)C[C@@H]2OCc3cnnn3CCCC(=O)N([C@@H](C)CO)C[C@H]2C)cc1
    0.3 | x | i | -3% | x | x | -3% | 8% | 0.4%
O=C(NNC1=Nc2cccc3cccc1c23)c1ccccc1Br
    1.9 | -4% | i | 5% | -16% | -21% | -6% | u | 0.2%
Cc1ccc(C(O)c2ncc(-c3ccc4ccccc4c3)[nH]2)cc1 (stereo not given)
    -2.4 | x | i | -13% | x | x | 4% | -2% | 7.0%
CCOc1ccc(C(=O)NCC(c2cccs2)N(C)C)cc1 (stereo not given)
    -0.9 | -1% | i | 19% | 0% | 10% | -1% | 0% | -0.2%
Cc1cn(-c2cc(C(=O)Nc3ccc(C)c(NC(=O)N4CCNC4=O)c3)cc(C(F)(F)F)c2)cn1
    1.6&-1.1 | -2% | i | 6%&17% | -7% | -13% | -5%&-6% | -5%&-27% | -0.2%&-0.9%
CCOC(=O)c1sc(NC(=O)CSC(=S)N2CCOCC2)nc1C
    2.1 | 1% | i | 2% | -5% | -18% | 1% | -16% | 2.7%
CCCCn1nc(C(=O)NC2CCCCC2)c2ccccc2c1=O
    -0.9 | x | i | 18% | x | x | 3% | -9% | 1.9%
Cc1cc(-c2ccccc2)c2c3c(cn2n1)c(=O)n(C)c(=O)n3C
    0.7 | 1% | i | 4% | -3% | -18% | 5% | -1% | 1.6%
O=C(NCCCN1CCCC1)c1ccc(CS(=O)(=O)c2c(Cl)cccc2Cl)o1
    -4.4 | 2% | i | -6% | 1% | 4% | 12% | -4% | -0.8%
CCc1ccc(N(CC)c2ncnc3nc[nH]c23)cc1
    -0.1 | 0% | i | -4% | 4% | -12% | -3% | 3% | -2.1%
COc1ccc(CCc2ccc3cc(OC)ccc3n2)cc1
    0.8 | x | i | -4% | -5% | u | 0% | 0% | 6.1%
COc1ccc(-c2ccc(CN3C(C(C)C)C(=O)N(Cc4cn(CC5CCCCC5)nn4)CCS3(=O)=O)cc2)cc1OC (stereo not given)
    -0.3 | x | i | 2% | x | x | 9% | 7% | 5.3%
CC1=C(C(=O)OCc2ccccc2)C(c2ccc3c(c2)OCO3)NC(=O)N1CCCC(=O)O (stereo not given)
    -1.0 | x | i | 10% | 1% | -18% | 10% | 2% | 0.3%
CN1/C(=C\C(=O)c2cccc(S(=O)(=O)N3CCCCC3)c2)C(C)(C)c2ccccc21
    2.0 | -2% | i | 4% | 3% | -4% | 12% | -19% | 0.5%
CCOc1ccc(NC(=O)c2cc3c(-c4ccccc4F)nn(C)c3s2)cc1
    x | x | x | x | 12% | 34% | x | 31%[activator] | 0.3%
O=C(COc1ccc2c(-c3ccccc3)cc(=O)oc2c1)NCC(O)c1ccccc1 (stereo not given)
    1.6 | 2% | i | 6% | -4% | 23% | -3% | -4% | 0.2%
COc1cc(Nc2nc(-c3ccc(OC)c(OC)c3)nc3ccccc23)cc(OC)c1
    x | x | x | x | -9% | u | x | u | -4.7%
O=C(NCc1cccs1)C1CC(=O)N(Cc2ccccc2)C1 (stereo not given)
    -1.9 | 2% | i | -1% | 6% | -2% | 9% | 16% | -0.1%
COc1ccc(C2=NN(C(=O)COC(=O)c3ccc(S(C)(=O)=O)c([N+](=O)[O-])c3)C(c3ccco3)C2)cc1 (stereo not given)
    -1.0 | 1% | i | 3% | -5% | 6% | -1% | 8.9µM* | -3.2%
Cc1ccc(OCc2nnc(SCC(=O)Nc3sc(C)c(C)c3C#N)n2C)cc1
    -5.8 | 0% | i | -5% | -15% | u | 4% | -13% | -0.2%
CNS(=O)(=O)c1cccc(C(=O)OC2CCOC2=O)c1 (stereo not given)
    1.4 | -1% | i | -1% | -4% | 13% | -3% | 24% | -0.1%
CN(C)CCC(O)c1ccccc1 (stereo not given)
    -19 | 2% | i | 3% | 2% | -3% | 13% | -8% | 0.1%
CCOC(=O)C1=C(COC(=O)Cc2ccc(OC)c(OC)c2)NC(=O)NC1C (stereo not given)
    2.0 | 0% | i | 6% | 2% | -3% | 11% | 19% | -0.5%
C(=N/N1CCN(c2ccccc2)CC1)/c1cccs1
    -2.1 | -1% | i | -4% | -2% | 20% | 0% | -3% | 0.4%
CCn1c(C)nc2cc(C(=O)NNC(=O)[C@@H](NC(=O)c3cc(OC)cc(OC)c3)C(C)C)ccc21
    0.5 | -3% | i | 18% | -2% | -2% | 0% | 0% | 0.7%
CC(=O)NC(C)c1nc2ccccc2n1CC(=O)NC(C)CCc1ccccc1 (stereo not given)
    0.2 | 1% | i | 2% | 1% | -2% | -3% | -1% | -0.1%
Cc1cccc(-n2c3nc(=O)[nH]c(=O)c-3cc3c(C)nn(-c4ccccc4)c32)c1C
    1.1 | -2% | i | 7% | -1%&2% | 3%&3% | 7% | u | 0.4%&0.0%
c1ccc(Nc2nc(-c3ccncc3)cs2)cc1
    -8.1 | -2% | x | 6% | 14% | u | 0%[15.6 µM] | 41%[activator] | u
Cc1ccc2[nH]cc(C(c3ccccc3)c3cccs3)c2c1 (stereo not given)
    x | x | x | x | 1% | u | x | 13µM* | 0.0%
O=c1cc(CN2CCCCC2)c2ccccc2o1
    -0.1 | x | i | 9% | x | x | 8% | -16% | -1.2%
COc1ccc2nc(NC(=O)CSCC(=O)Nc3cc(C)on3)sc2c1
    0.6 | -2% | i | -1% | 2% | u | 5% | 8% | 0.1%
CC(=O)C(C(C)=O)C(c1ccccc1)c1nc2ccccc2[nH]c1=O (stereo not given)
    1.1 | -2% | i | 10% | 3% | 13% | -8% | 0% | 0.2%
O=S(=O)(N=S(N1CCCCC1)N1CCCCC1)c1ccccc1
    -0.9 | -1% | i | -2% | x | 2% | 2% | 3% | -0.2%

# Source: PubChem BioAssay (National Center for Advancing Translational Sciences (NCATS))
